DNMT1 inh: inhibitors of human DNMT1 | DNMT1 molecular beacon, Hinp1I cleavage, fluorescence | inhibition (reported as % activation of signal), % at 10 µM | 360,000 tested, 0.83% active | AID 588458; in the data active means inhibition above about 50%
SUMO1-SIM PPI: alters human SUMO1 binding to SIM partners; 360,000 tested, 0.33% active; SUMO1 binding to a labelled peptide, TR-FRET, 1 h; inhibition, % at 20 µM; in the data active means inhibition above about 37%
Target sequence (P63165 whole entry, looked up): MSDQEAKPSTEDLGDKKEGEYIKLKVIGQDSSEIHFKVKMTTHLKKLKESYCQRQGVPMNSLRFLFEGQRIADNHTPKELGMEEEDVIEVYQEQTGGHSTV
NadD inh: inhibitors of Staphylococcus aureus NadD; purified NadD enzyme, colorimetric absorbance read-out; inhibition, % at 20 µM; 360,000 tested, 0.78% active; in the data active means inhibition above about 26%; further: some compounds past the cut are filed as inactive
Rin1 Abl inh: blocks binding of human Rin1 to Abl; P00519+Q13671; 360,000 tested, 0.4% active; inhibition, % at 7.35 µM; TR-FRET Rin1/Abl binding, biochemical; in the data active means inhibition above about 5%, passing the limit was not always enough
CSN deneddyl inh: CSN deneddylation inhibition. Q92905. Purified CSN, SCF-Nedd8-OG deneddylation, fluorescence polarization. inhibition, % at 12.5 µM. 360,000 tested, 0.38% active. AID 651999;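 active means pattern-corrected inhibition above about 35%, with an unprinted fluorescence ratio check between 0.5 and 1.5, limit read from the data, passing the limit was not always enough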;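 further: 0% = enzyme with substrate and 100% = substrate without enzyme; some results filed as inactive read as strong as hits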
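Test system: purified human Csn5 enzyme expressed in HEK293T cells. Amount: 0.24 nM enzyme. Reagent: SCFSkp2-Nedd8OG substrate at 10 nM final. Schedule: 90 min incubation of compound, enzyme and substrate at room temperature. Detection: fluorescence polarization. Read-out: % inhibition of substrate cleavage by Csn5.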
Scp-1 inhibitor: blocks human Scp-1 phosphatase activity; Q9GZU7; Recombinant Scp1, phosphopeptide, malachite green phosphate absorbance; inhibition, % at 20 µM; 340,000 tested, 0.88% active;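 active means inhibition above about 50% at 20 µM, limit read from the data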;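 further: plate controls were DMSO wells with enzyme for no effect and wells lacking enzyme for full effect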
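System: SCP-1 catalytic domain; Reagent: Phospho 17-mer peptide substrate; Doses: one concentration, 20 µM, with 1.0% DMSO; Incubation: 45 min room-temperature reaction, 5 min colour, 30 min stabiliser; Signal: Phosphate-binding colour reagent, absorbance read at 630 nm.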
Neddyl block: blocks human cullin neddylation. P61081+Q13564. TR-FRET cullin neddylation, biochemical. calls only at 25 µM. 360,000 tested, 0.58% active; in the data active means inhibition above about 36%
Target sequence (P61081 whole entry, looked up): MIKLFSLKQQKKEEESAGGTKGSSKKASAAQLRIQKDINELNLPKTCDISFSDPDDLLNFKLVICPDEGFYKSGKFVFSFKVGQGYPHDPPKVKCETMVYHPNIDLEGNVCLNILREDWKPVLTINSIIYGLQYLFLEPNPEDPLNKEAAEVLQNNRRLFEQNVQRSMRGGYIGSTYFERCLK
Target sequence (Q13564 whole entry, looked up): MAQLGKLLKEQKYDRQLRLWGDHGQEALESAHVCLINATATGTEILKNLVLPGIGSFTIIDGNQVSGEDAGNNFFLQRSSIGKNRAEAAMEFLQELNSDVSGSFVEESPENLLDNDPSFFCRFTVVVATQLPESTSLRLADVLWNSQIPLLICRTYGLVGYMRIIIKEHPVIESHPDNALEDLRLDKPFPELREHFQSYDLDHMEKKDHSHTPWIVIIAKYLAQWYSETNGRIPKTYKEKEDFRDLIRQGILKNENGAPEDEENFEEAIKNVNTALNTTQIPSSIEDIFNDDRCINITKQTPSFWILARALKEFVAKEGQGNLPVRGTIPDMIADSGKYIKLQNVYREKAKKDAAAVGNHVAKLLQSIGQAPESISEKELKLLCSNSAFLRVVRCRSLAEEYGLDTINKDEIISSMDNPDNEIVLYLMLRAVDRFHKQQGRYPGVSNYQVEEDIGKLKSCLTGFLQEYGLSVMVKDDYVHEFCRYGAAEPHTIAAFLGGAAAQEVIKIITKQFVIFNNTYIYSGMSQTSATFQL
Rpn11 block: inhibitors of human proteasome Rpn11. calls only at 20 µM. AID 588493. 360,000 tested, 0.59% active. human 26S proteasome, Ub4-pepOG fluorescence polarization; 20S core pre-blocked with epoxomicin. O00487;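 active means inhibition at 20 µM, scaled to each plate's controls, above about 33%, limit read from the data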
STEP block: blocks human striatal-enriched tyrosine phosphatase; recombinant STEP, OMFP fluorogenic substrate, fluorescence; AID 588621; P54829; 360,000 tested, 0.25% active; inhibition, % at 20 µM;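 active means inhibition at 20 µM, scaled per plate between control wells, above about 37%, limit read from the data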;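 further: 0% = DMSO with enzyme and substrate and 100% = substrate only without enzyme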
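System: STEP phosphatase, cell-free reaction; Buffer or medium: Bis-Tris pH 6.0 buffer with DTT, detergent; Incubation: 20 min at room temperature, dark; Measured by: fluorescence, 480/540 nm.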
LMPTP block: LMPTP (human) inhibition; P24666; recombinant LMPTP-A, OMFP fluorogenic substrate, fluorescence intensity; inhibition, % at 20 µM; 360,000 tested, 0.22% active; AID 651560;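 active means compounds that cut the enzyme signal by at least half of the control window in the single-dose screen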;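 further: plate controls were DMSO wells with enzyme plus substrate for no effect and substrate without enzyme for full effect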
Target sequence (P24666 whole entry, looked up): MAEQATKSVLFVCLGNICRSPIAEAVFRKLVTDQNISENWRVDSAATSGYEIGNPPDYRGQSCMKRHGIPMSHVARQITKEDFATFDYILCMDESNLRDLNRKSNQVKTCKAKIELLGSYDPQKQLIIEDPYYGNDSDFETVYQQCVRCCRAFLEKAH
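Test system: LMPTP-A phosphatase enzyme. Amount: LMPTP-A at 0.625 nM final in the reaction. Reagent: OMFP substrate, 400 µM final. Times: 50 min at room temperature. Signal: endpoint fluorescence intensity from OMFP dephosphorylation. Read-out basis: % inhibition. Benchmarks: no-enzyme and uninhibited controls.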
* marks the source's active call; other numbers are inactive results; i = inactive; . = no result given; + = active, no number.

DNMT1 inh	SUMO1-SIM PPI	NadD inh	Compound	Rin1 Abl inh	CSN deneddyl inh	Scp-1 inhibitor	Neddyl block	Rpn11 block	STEP block	LMPTP block
-1.9	-2.7	-4.4	CC(C)(C)[C@H]1C=C(C(=O)N2CCN(Cc3ccccc3)CC2)O[C@@H](OCc2ccc(CO)cc2)C1	3.1	-0.8	1.7	i	i	2.6	0.7
-3.5	2.3	-0.6	O=C1C2CCCN2C(c2ccc(F)cc2)N1c1ccc(Cl)cc1 (stereo not drawn)	0.2	3.2	-8.0	i	i	0.1	-1.1
-3.6	5.1	12.8	Cc1cc(NC(=O)c2cccc3c2C(=O)N(C2CCCCC2)C3)ccc1Br	-3.0	1.5	0.8	i	i	1.7	2.6
-17.7	-19.3	10.0	O=C(Nc1ccc2nsnc2c1)N1CCCCC1	-4.7	1.5	-10.0	+	i	-2.0	0.2
8.2	-0.3	-1.5	CC(C)(C)OC(=O)N[C@@H](Cc1ccccc1)C(=O)NCC1CCC(C(=O)N[C@@H](CC(=O)O)C(=O)O)CC1 (stereo partly drawn)	-0.2	-4.0	-0.5	i	i	-4.8	-1.9
1.5	-9.3	-6.5	CCOC(=O)C1CCCN(c2nc3ccccc3nc2C(C#N)C(=O)OCC)C1 (stereo not drawn)	0.9	0.6	-9.1	i	i	2.4	2.6
-5.3	2.0	13.5	Cc1[nH]c2ccc(-c3n[nH]c(=S)n3-c3ccc(Br)cc3)cc2c1C	1.8	0.4	-1.4	i	i	5.4	-1.1
-4.5	-1.7	-1.2	CC1C(=O)C(C)C(c2ccc3c(c2)OCO3)NC1c1ccc2c(c1)OCO2 (stereo not drawn)	1.6	1.6	-7.7	i	i	2.5	0.8
2.0	3.2	-6.0	CCOC(=O)Cn1ccc(NC(=O)c2ccc3c(c2)OCO3)n1	-2.5	3.5	-11.0	i	i	-2.8	0.3
1.7	4.4	-1.7	CN(Cc1nc(Cc2ccccc2F)no1)[C@@H]1CS(=O)(=O)C[C@H]1O	-3.4	1.2	14.7	i	i	-1.8	-1.1
-2.6	-2.2	2.2	O=C(Cc1ccccc1)NNC1CC(=O)N(c2ccc(Oc3ccccc3)cc2)C1=O (stereo not drawn)	3.3	-5.3	-18.4	i	i	-0.3	-0.3
1.7	1.4	0.1	Cc1ccc([C@H]2N[C@]3(CCCN(Cc4ccco4)C3=O)[C@H]3C(=O)N(C)C(=O)[C@@H]23)cc1	0.8	-1.8	.	i	i	0.6	-2.9
-2.4	-1.1	-2.4	COCc1ccc(-c2c(-c3ccccc3OC)sc3cc4c(cc23)OCO4)cc1	0.3	1.6	-9.8	i	i	1.6	1.3
2.1	-50.2	3.4	O=C(NCC(=O)N1CCN(Cc2ccccc2)CC1)c1cc(Cl)cc([N+](=O)[O-])c1	-1.6	-1.4	-0.1	i	i	-0.2	-0.7
-0.3	0.5	-4.9	COc1cccc2cc(C(C)N(CCCN3CCOCC3)C(=S)Nc3cc(C)cc(C)c3)oc12 (stereo not drawn)	0.5	1.9	-7.9	i	i	0.3	-0.3
-1.3	0.1	-5.1	COc1ccccc1NC(CC(=O)c1ccccc1)C(=O)OCC(=O)c1ccc(C)cc1 (stereo not drawn)	1.2	-0.9	-11.7	i	i	-2.7	4.6
0.3	3.2	-0.8	CCOC(=O)N1C2=NC(C(=O)OC)=C(C(=O)OC)[C@@H]3N(C)c4ccc(OC)cc4[C@]23C[C@H]1C(=O)OC	2.5	0.7	-5.8	i	i	0.2	0.1
0.9	2.3	-2.7	O=C(O)c1cccc(Cl)n1	-0.9	3.4	33.4	i	i	2.9	-0.9
0.7	4.3	7.4	COc1cc(OC)cc(-c2nc3nc(C)c(CCC(=O)NCc4ccco4)c(C)n3n2)c1	-2.2	3.3	0.2	i	i	0.8	1.7
-2.5	3.8	2.7	CCC(CO)Oc1cc(NCc2ccccn2)c2ncn(C(C)C)c2c1 (stereo not drawn)	6.8	0.9	-8.6	i	i	-1.9	0.4
2.0	5.8	-3.0	Cc1ccc(N/C(=N/S(=O)(=O)c2cccs2)c2ccccc2)c(C)c1	-0.4	6.0	-8.4	i	i	-0.1	-0.7
-15.4	-1.5	0.0	COc1cccc(CNC(=O)COC(=O)c2c(C)nn(-c3ccccc3)c2Cl)c1	0.0	3.1	-6.8	i	i	0.5	2.6
-9.7	-3.9	28.4	Cc1cccc2c(C(=O)N3CCN(c4ccccn4)CC3)cc(-c3cccc(Br)c3)nc12	-3.5	-1.4	-1.3	i	i	69.0*	5.9
-8.0	-2.2	4.7	O=C(CC1C(=O)NCCN1Cc1ccc(Cl)c(F)c1)NC1CCC1 (stereo not drawn)	1.4	0.7	-2.2	i	i	0.5	-1.7
-1.0	6.1	5.6	Cc1ccc(C2CC(c3cccc(Cl)c3)n3nc(N)nc3N2)cc1 (stereo not drawn)	0.8	-1.5	10.1	i	i	0.5	0.5
4.3	-0.6	3.9	CC1CCN(C(c2ccccc2)c2nnnn2C(C)(C)C)CC1 (stereo not drawn)	-1.4	2.4	-5.6	i	i	-4.0	-2.1
4.1	-6.2	17.9	COC(=O)CSc1nc(-c2ccccc2)nc2ccc(F)cc12	-3.9	2.4	-9.0	i	i	3.0	1.7
0.8	7.1	-4.9	O=C(NCc1ccco1)c1cc(S(=O)(=O)N2CCOCC2)ccc1Br	1.3	3.5	1.0	i	i	2.1	1.0
0.2	-8.1	-2.7	COc1ccc(/C=C/C(=O)NC2CCS(=O)(=O)C2)cc1 (stereo not drawn)	3.6	8.1	-6.1	i	i	-2.9	-0.7
3.0	0.9	-2.4	CCc1nc2ccc(C(=O)N3CCN(S(=O)(=O)CC)CC3)cn2c1N(CC)CCOC	-2.4	1.0	.	i	i	3.0	-1.5
-8.5	1.2	1.6	COc1ccc(CCNC(=O)CSc2nnc(-c3ccc(F)cc3)c3ccccc23)cc1OC	0.3	-15.7	1.3	i	i	-0.2	-0.3
2.6	-1.8	0.8	CCCCc1cc(=O)oc2c(CN3CCCC3)c(O)c(Cl)cc12	-3.8	3.6	-0.1	i	i	-2.1	-1.3
0.0	-28.3	0.4	CN1CCN(C(=O)c2cnn(-c3ccccc3)c2NC(=O)c2ccc([N+](=O)[O-])cc2)CC1	-1.8	-1.8	-3.0	i	i	-1.5	-2.1
-13.8	-17.0	0.0	NC(=O)CC(NC(=O)c1cccc(Br)c1)c1ccc(N2CCCCCC2)c([N+](=O)[O-])c1 (stereo not drawn)	-1.8	-0.3	-6.5	i	i	0.8	1.5
8.0	5.8	5.8	O=c1cc2c(c(-c3ccccc3)n1Cc1ccccc1)[C@H](CCO)NC2	-3.5	5.2	-13.8	i	i	-0.2	-1.6
-9.9	0.5	4.2	C=C(C)Cn1c2ccc(NC(=S)NCc3ccccc3F)cc2c(=O)n1C	1.0	-4.6	.	.	i	5.1	-1.5
1.8	3.7	-2.4	c1ccc(-n2c(-c3ccncc3)nnc2-c2cccs2)cc1	-0.3	-1.9	-0.7	i	i	0.5	-1.6
-17.5	-0.2	7.3	O=C(CNC(=O)c1[nH]cnc1C(=O)NC(c1ccccc1)c1ccccc1)OCc1ccccc1	5.1	2.1	-8.5	i	i	-2.6	0.3
-0.5	1.4	-1.3	COC(=O)c1ccc(NC(=S)N2CCN(Cc3ccccc3Cl)CC2)cc1	2.4	-0.6	0.2	i	i	3.5	1.6
-2.5	1.8	-2.4	CCCCC(=O)Nc1ccc(C(=O)NNC(=O)CCc2ccccc2)cc1	1.7	6.0	10.1	i	i	-1.6	5.1

Arranged by value in Scp-1 inhibitor (falling): 4 of the compounds above
mol	DNMT1 inh	SUMO1-SIM PPI	NadD inh	Rin1 Abl inh	CSN deneddyl inh	Scp-1 inhibitor	Neddyl block	Rpn11 block	STEP block	LMPTP block
CCCCC(=O)Nc1ccc(C(=O)NNC(=O)CCc2ccccc2)cc1	-2.5	1.8	-2.4	1.7	6.0	10.1	i	i	-1.6	5.1
COC(=O)c1ccc(NC(=S)N2CCN(Cc3ccccc3Cl)CC2)cc1	-0.5	1.4	-1.3	2.4	-0.6	0.2	i	i	3.5	1.6
CCCCc1cc(=O)oc2c(CN3CCCC3)c(O)c(Cl)cc12	2.6	-1.8	0.8	-3.8	3.6	-0.1	i	i	-2.1	-1.3
O=C(CNC(=O)c1[nH]cnc1C(=O)NC(c1ccccc1)c1ccccc1)OCc1ccccc1	-17.5	-0.2	7.3	5.1	2.1	-8.5	i	i	-2.6	0.3

(list continues)
DNMT1 inh	SUMO1-SIM PPI	NadD inh	Compound	Rin1 Abl inh	CSN deneddyl inh	Scp-1 inhibitor	Neddyl block	Rpn11 block	STEP block	LMPTP block
-1.1	-0.5	2.5	CCN(CC(=O)Nc1c(F)cccc1F)C(=O)CCC(=O)c1ccc(C)cc1	3.1	-3.2	-3.4	i	i	1.4	-1.9
4.5	-6.9	-1.1	Cc1cc(C(=O)N2CCc3ccccc3C2)c(C)o1	1.6	-0.1	-2.0	i	i	-1.9	-6.3
0.1	0.5	-7.8	CCOC(=O)c1oc2ccccc2c1NC(=O)c1ccc(S(=O)(=O)N(C)C)cc1	-1.8	3.6	-8.4	.	i	-0.6	-0.4
5.3	-2.0	-6.0	Cc1ccccc1CC1(CO)CCCN(C(=O)c2cc(-c3ccccc3)no2)C1 (stereo not drawn)	-0.7	-4.5	-8.1	i	i	120.4*	-0.3
1.6	1.5	3.3	O=C(CS(=O)(=O)Cc1ccccc1)N1CCN(C(=O)c2ccco2)CC1	-0.4	-0.7	-2.5	i	i	-0.8	-0.3
-6.8	-1.6	-8.5	O=C(COc1cccc(C(F)(F)F)c1)Nc1ccc(S(=O)(=O)N2CCCC2)cc1	-0.7	-0.9	-9.7	i	i	0.3	3.2
2.8	-2.7	0.6	CCN(CC(=O)Nc1ccc2c(c1)OCCO2)C(=O)CC(NC(C)=O)c1ccccc1 (stereo not drawn)	-1.6	0.0	-2.0	i	i	2.1	-0.9
-3.1	-0.9	0.5	O=C1CCN(C(=O)Nc2cccc(Cl)c2)N1	-1.7	-0.4	-4.0	i	i	-1.3	0.2

Random draw from the library (roughly 3.8% active in at least one column).
